# Screening results from PubChem BioAssay.
# Efflux pump inh = antifungal efflux pump inhibition, Nile Red retention; 330,000 compounds, 0.44% hits; inhibition, % at 10 µM; S. cerevisiae Candida pump triplex;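 active = plate passing quality check with inhibition over a set limit, or well fluorescence over plate mean plus 4 SD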;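 also: Nile Red retained in pooled yeast measured as flow cytometry median fluorescence; 0% = buffer negative control and 100% = Enniatin B positive control; higher means more Nile Red kept so more efflux inhibition; some compounds called inactive have numbers as strong as hits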
# PP1 inh = counter-screen for PP5 inhibitors: inhibitors of human PP1-alpha; purified PP1alpha, OMFP fluorescence; inhibition, % at 6.7 µM; 320,000 compounds, 0.9% hits;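 active = inhibition above the mean inhibition of all tested compounds plus 3 SD, computed separately for each screening campaign, cut at about 15% in these data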
# Target sequence (P62136 whole entry, looked up): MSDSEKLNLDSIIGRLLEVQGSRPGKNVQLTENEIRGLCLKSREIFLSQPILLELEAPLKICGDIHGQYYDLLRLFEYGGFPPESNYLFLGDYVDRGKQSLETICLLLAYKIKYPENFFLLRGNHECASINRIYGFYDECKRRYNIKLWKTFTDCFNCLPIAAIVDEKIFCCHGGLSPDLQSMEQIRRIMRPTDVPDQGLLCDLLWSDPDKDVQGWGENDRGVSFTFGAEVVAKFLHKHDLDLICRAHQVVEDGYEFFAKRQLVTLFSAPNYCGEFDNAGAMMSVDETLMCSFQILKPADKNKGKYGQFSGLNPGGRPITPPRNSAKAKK
# HCV core dimer = HCV core protein dimerization inhibition; inhibition, % at 5 µM; TR-FRET GST/Flag-core106 dimerization, 1536-well; 300,000 compounds, 0.33% hits;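 active = inhibition above the mean of all tested compounds plus 3 SD, set per screening campaign, cut at about 45% in these data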
#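 Assay system: tagged HCV core106 pair (GST and Flag); medium: KF-containing HEPES buffer, pH 7.45, DTT, CHAPS, BSA; also added: Eu donor and XL665 acceptor anti-tag antibodies; dosing: 5 µM single dose; timing: compound-protein-antibody incubation 4 h at 22.5 °C; signal: TR-FRET 671 and 617 nm emission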
# Fh CTSL1 inh = counter-screen for PFM18AAP inhibitors: inhibitors of F. hepatica cathepsin L1; recombinant F. hepatica cathepsin L1, Z-Leu-Arg-MCA fluorescence; inhibition, % at 5.96 µM; 300,000 compounds, 0.49% hits;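 active = inhibition above the mean of all tested compounds plus 3 SD, set per screening campaign, cut at about 17% in these data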;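 also: 0% = plate median of test compound wells and 100% = 1 µM Z-Phe-Ala-diazomethylketone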
# proCasp3 act = activates human procaspase-3 | recombinant procaspase-3 D3A, Ac-DEVD-pNA absorbance 405 nm | 330,000 compounds, 0.11% hits | P42574 | activation, % at 8.5 µM | AID 463141;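 active = activation above the mean of all tested compounds plus 3 SD, cut at about 21% in these data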;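 also: 0% = DMSO alone and 100% = DMSO wells spiked with extra 5 µM PC-3 D3A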
# Target sequence (P42574 whole entry D9A/D28A/D175A): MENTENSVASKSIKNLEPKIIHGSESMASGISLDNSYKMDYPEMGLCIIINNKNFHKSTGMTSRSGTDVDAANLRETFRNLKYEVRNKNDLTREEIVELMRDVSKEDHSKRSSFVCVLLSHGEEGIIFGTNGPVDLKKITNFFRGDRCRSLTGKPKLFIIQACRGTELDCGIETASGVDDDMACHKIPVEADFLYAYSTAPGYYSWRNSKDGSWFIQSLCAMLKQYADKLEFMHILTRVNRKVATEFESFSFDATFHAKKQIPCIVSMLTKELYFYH
#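 material = Procaspase-3 D3A mutant | probe or stimulus = Ac-DEVD-pNA | compound = single dose, 8.5 µM nominal compound, 0.8% DMSO | timing = 1 h preincubation, 2 h reaction | measured by = 405 nm absorbance of p-nitroaniline, reads at 0 and 120 min | benchmarks = DMSO-only low control, 5 µM PC-3 D3A high control | repeats = singlicate, each compound tested once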
# JMJD2C inh = inhibitors of human GASC-1 (JMJD2C) demethylase; Q9H3R0; GST-JMJD2C(1-420) H3K9me3 demethylation, DELFIA europium; inhibition, % at 2.35 µM; 330,000 compounds, 0.069% hits;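 active = more than half of a compound's replicate wells show inhibition beyond 50%, single wells judged on their own value; inconclusive = some, but no more than half, of replicates pass 50% inhibition; inactive = no replicate passes 50% inhibition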;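 also: signal counts dimethyl H3K9 product captured on neutravidin plate; 0% = median of DMSO wells and 100% = 0.3 times that DMSO median; strong numbers were not always called active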
# Target sequence (Q9H3R0 1-420 limits assumed): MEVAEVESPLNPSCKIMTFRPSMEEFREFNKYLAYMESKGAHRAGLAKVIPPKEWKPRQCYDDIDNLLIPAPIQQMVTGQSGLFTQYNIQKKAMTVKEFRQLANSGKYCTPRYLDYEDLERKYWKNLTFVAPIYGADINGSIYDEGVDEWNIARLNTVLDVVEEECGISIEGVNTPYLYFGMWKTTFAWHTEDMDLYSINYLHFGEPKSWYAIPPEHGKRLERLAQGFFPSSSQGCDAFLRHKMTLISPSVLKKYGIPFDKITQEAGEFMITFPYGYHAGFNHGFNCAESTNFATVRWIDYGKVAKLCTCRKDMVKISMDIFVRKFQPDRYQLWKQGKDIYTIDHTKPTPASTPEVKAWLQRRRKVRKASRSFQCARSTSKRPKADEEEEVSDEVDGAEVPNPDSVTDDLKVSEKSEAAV
# TPT1 inh = C. albicans TPT1 enzyme inhibition. recombinant caTPT1, FP RNA substrate dephosphorylation. inhibition, % at 5 µM. 300,000 compounds, 0.81% hits. AID 1962;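 active = inhibition above the mean of all tested compounds plus 3 SD, set per screening campaign, cut at about 24% in these data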;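 also: plate controls were DMSO alone for no effect and ferristatin control at 100 nM for full effect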
# procasp7 counter = counter-screen for procaspase-3 activators: activators of human procaspase-7. 330,000 compounds, 0.093% hits. recombinant procaspase-7, Ac-DEVD-pNA absorbance 405 nm; D23A/D198A/D206A triple mutant, cannot self-cleave; scale: DMSO 0, 5 µM enzyme 100. activation, % at 8.5 µM. P55210;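 active = percent activation above the screen-wide mean plus 3 SD, cut at about 25% in these data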
#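 buffer or medium = Zinc-free HEPES/NaCl buffer, pH 7.4 | material = Procaspase-7 triple mutant (PC-7 D3A) | input = 2 µM procaspase-7 mutant as dispensed | signal = Epi-absorbance of released pNA at 405 nm, two timepoints | timing = 1 h preincubation, 2 h reaction | replicates = singlicate compound testing | evaluation = % activation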
# PP5 inh = PP5 (human) phosphatase inhibition. P53041. purified PP5c, OMFP substrate fluorescence. inhibition, % at 6.7 µM. 320,000 compounds, 0.18% hits;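 active = inhibition above the campaign's mean inhibition across all tested compounds plus 3 SD, cut at about 9.5% in these data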;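 also: 0% = DMSO only and 100% = 100 µM cantharidin control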
# * hit, by the source's call; u = inconclusive; x = not tested or not shown; & = joins results of further samples.
# The line under a structure holds: Efflux pump inh	PP1 inh	HCV core dimer	Fh CTSL1 inh	proCasp3 act	JMJD2C inh	TPT1 inh	procasp7 counter	PP5 inh
- O=C(Nc1cccc(S(=O)(=O)N2CCOCC2)c1)C1CC(=O)N(c2ccc3c(c2)OCCO3)C1 (stereo unspecified)
→ 0.0	-3	x	x	9	-1	x	2	2.5
- CCCCNC(=S)NNC(=O)c1csc2ccccc12
→ 0.1	0	2	4	-7	1	-2	1	-1.1
- Cc1ccc(NC(=O)Nc2nnc(-c3ccccc3)o2)cc1
→ -0.1	4	-5	2	-2	9	-8	0	0.7
- O=C(CC1Sc2ccccc2NC1=O)OC(C(=O)NCCc1ccccc1)c1cccnc1 (stereo unspecified)
→ 0.0	2	6	-95	-7	0	-7	8	3.6
- O=C(CSc1nnc(CNC(=O)c2cccs2)o1)NCc1ccc(F)cc1
→ 0.0	-4	0	-2	9	0	0	-3	3.4
- COCCNC(=O)C1CC2Cn3c(nc4cc5ccccc5cc43)C2N1C (stereo unspecified)
→ 0.0	3	-5	2	2	53	0	5	4.3
- CCOC(=O)N1CCN(C(=O)Nc2ccc(NC(=O)N3CCN(C(=O)OCC)CC3)cc2)CC1
→ -0.1	-2	-1	1	4	-7	-5	6	2.7
- Cn1c(=O)c2c(nc(Cl)n2CC(=O)NC2(C#N)CCCCC2)n(C)c1=O
→ 0.2	3	2	2	-22	-5	3	-7	2.8
- COC(=O)CN(c1cccc(C)c1)S(=O)(=O)c1ccccc1
→ -0.1	-4	-1	4	-13	8	-1	-2	-1.4
- CCN(CC)C(=O)Cn1cc(C(=O)C(=O)N2CCN(Cc3ccccc3)CC2)c2ccccc21
→ 0.1	3	-8	-3	7	5	-2	-5	0.9
- O=C(CSc1n[nH]c(=O)n1Cc1ccco1)Nc1ccccc1Cl
→ -0.1	-2	-4	-4	-4	3	-3	1	-0.9
- CCCCOC(=O)CSc1nc(N)c(C#N)c(-c2ccc(OCC)cc2)c1C#N
→ 0.1	-5	19	4	2	24	0	20	-1.9
- COc1cc(OC)cc(C(=O)NCCSCc2ccc(Cl)cc2)c1
→ -0.1	3	-3	5	-7	12	-5	-4	3.3
- COc1ccc(OC)c(NC(=O)CSc2nc3scc(C)c3c(=O)[nH]2)c1
→ 0.1	6	5	-3	11	8	0	4	1.6
- COc1ccc(S(=O)(=O)c2ccccc2)cc1NC(=O)c1c(F)cccc1F
→ 0.0	3	5	-4	6	-11	-3	4	1.8
- COc1cc(C)c(-c2cc(C(=O)O)c(C)o2)cc1C(C)C
→ 0.0	0	10	-2	11	-3	0	-2	2.6
- CC(=O)Nc1ccc(-n2c(C)ccc2C)cc1
→ 0.0	-3	1	2	-10	15	-5	0	-2.2
- Cc1nn(CC(=O)Nc2ccc(Cl)cn2)c(C)c1Br
→ -0.1	1	6	0	7	1	4	-6	1.2
- Cc1nn(C(=O)CCC(=O)NCc2ccccc2Cl)c2ccccc12
→ 0.0	-2	3	20*	8	-3	-1	-6	-2.3
- FC(F)(F)COc1nc(N2CCOCC2)nc(N(c2ccccc2)c2ccccc2)n1
→ 0.1	4	-4	4	2	-34	-1	-3	6.4

# Among those listed so far, two have a furan ring, fused or not.
# The line under a structure holds: Efflux pump inh	PP1 inh	HCV core dimer	Fh CTSL1 inh	proCasp3 act	JMJD2C inh	TPT1 inh	procasp7 counter	PP5 inh
- O=C(CSc1n[nH]c(=O)n1Cc1ccco1)Nc1ccccc1Cl
→ -0.1	-2	-4	-4	-4	3	-3	1	-0.9
- COc1cc(C)c(-c2cc(C(=O)O)c(C)o2)cc1C(C)C
→ 0.0	0	10	-2	11	-3	0	-2	2.6

# Complete entries as entered above. Order of screens: Efflux pump inh | PP1 inh | HCV core dimer | Fh CTSL1 inh | proCasp3 act | JMJD2C inh | TPT1 inh | procasp7 counter | PP5 inh
# Profile of O=C(Nc1cccc(S(=O)(=O)N2CCOCC2)c1)C1CC(=O)N(c2ccc3c(c2)OCCO3)C1 (stereo unspecified) : 0.0 | -3 | x | x | 9 | -1 | x | 2 | 2.5
# Profile of O=C(CSc1n[nH]c(=O)n1Cc1ccco1)Nc1ccccc1Cl : -0.1 | -2 | -4 | -4 | -4 | 3 | -3 | 1 | -0.9
# Profile of CC(=O)Nc1ccc(-n2c(C)ccc2C)cc1 : 0.0 | -3 | 1 | 2 | -10 | 15 | -5 | 0 | -2.2

# Going on with the list:
# The line under a structure holds: Efflux pump inh	PP1 inh	HCV core dimer	Fh CTSL1 inh	proCasp3 act	JMJD2C inh	TPT1 inh	procasp7 counter	PP5 inh
- CCCCc1nc2cc(C(=O)N3CCC[C@H]3CO)ccc2o1
→ 0.0	-7	3	-2	5	13	-1	13	-0.3
- O=C(CCN1C(=O)/C(=C\c2ccc(F)cc2)SC1=S)Nc1ccccc1
→ 0.1	-1	-12	1	-5	3	1	3	0.0
- CC1COc2ccccc2N1C(=O)c1ccc(Cl)cc1 (stereo unspecified)
→ -0.4	-4	-15	5	-3	-4	3	0	1.0
- COc1ccc2nc(Nc3nc(CSc4nc5ccccc5[nH]4)cc(=O)[nH]3)nc(C)c2c1
→ -0.1	6	2	-1	5	-18	1	-3	1.5
- c1ccc2c(-c3nc(-c4ccncc4)no3)cccc2c1
→ 0.1	-1	-3	-1	0	u	-1	-4	3.5
- Cc1ccc(Nc2cc(C(=O)NCCCN3CCOCC3)c3ccccc3n2)cc1C
→ 0.0	-6	0	0	-5	40	-2	3	3.4
- COC(=O)c1cccc(NC(=O)Cc2ccc(OC)cc2)c1C
→ 0.0	0	-1	-1	9	4	-1	3	1.2
- O=C1N(Cc2cccc(Cl)c2)C[C@@H]2C[C@@H](c3cccn3-c3nccs3)N3CCC[C@@]123
→ -0.1	-3	7	0	4	-1	1	-2	0.0
- O=C(Nc1ccc(C(=O)N2CCC(N3CCOCC3)CC2)cc1)c1ccc(Br)o1
→ -0.1	3	-4	3	-9	x	3	2	3.4
- COC(=O)C1=CN(C)C=C(C(=O)OC)C1c1ccc(Cl)cc1Cl
→ -0.1	-2	1	-1	1	-11	-3	5	1.1
- COC(=O)c1ccc(NC(=O)CSc2ccc(-c3ccccn3)nn2)cc1
→ 0.1	-3	-5	3	-4	-11	0	1	0.6
- O=C1C(=O)N(CNc2ccccn2)c2ccccc21
→ -0.1	-1	4	-2	5	7	1	-7	1.8
- COC(=O)/C(=C\c1c(OC)cc(OC)cc1OC)C(=O)c1ccc2c(c1)OCO2
→ 0.0	-3	16	4	10	5	0	-9	0.3
- Cc1ccc2c(c1)c(N=Nc1cccc(C(=O)O)c1)c(O)n2C
→ -0.6	0	-21	4	-10	4	7	-7	1.2
- Cc1ccc(C)c(NC(=O)CCC(=O)NNC(=O)c2cccc([N+](=O)[O-])c2)c1
→ 0.5	-4	-4	-7	-7	5	4	4	4.8
- COc1ccccc1C(=O)Oc1ccc2c(c1)O/C(=C\c1ccncc1)C2=O
→ 0.1	5	7	1	-6	3	-31	-15	0.3
- c1ccc(-c2nnc(SCC3CCCO3)nc2-c2ccccc2)cc1 (stereo unspecified)
→ 0.3	2	1	-7	-11	15	0	-14	1.8
- CN(C)C(=S)Nc1ccc(Cl)cc1
→ 0.1	-4	-3	-1	-3	-11	-1	6	-0.6
- O=C(NCc1ccco1)c1csc(Nc2ccccc2Cl)n1
→ 0.0	-3	4	-9	-3	11	2	-16	5.9
- COc1ccc(-c2[nH]nc3c2C(c2ccccc2OC(=O)N2CCOCC2)C(C#N)=C(N)O3)cc1 (stereo unspecified)
→ 0.3	-5	0	3	0	-3&6	-2	4	1.7

# Taken from above.
# Cc1ccc(NC(=O)Nc2nnc(-c3ccccc3)o2)cc1 – Fh CTSL1 inh: 2
# O=C(NCc1ccco1)c1csc(Nc2ccccc2Cl)n1 – Fh CTSL1 inh: -9

# Next part
# The line under a structure holds: Efflux pump inh	PP1 inh	HCV core dimer	Fh CTSL1 inh	proCasp3 act	JMJD2C inh	TPT1 inh	procasp7 counter	PP5 inh
- CCCNC(=O)CN1CCN(S(=O)(=O)c2ccc(Br)s2)CC1
→ 0.1	-5	x	x	3	0	x	-4	3.7
- COc1ccc(C(CNS(=O)(=O)c2ccc(C)cc2)N2CCN(C)CC2)cc1 (stereo unspecified)
→ -0.1	-6	-10	3	3	-26	-5	3	1.4
- COCC1CCN(Cc2nc(-c3cccs3)no2)C1 (stereo unspecified)
→ -0.1	-4	2	-1	-4	-8	-1	4	0.9
- Cc1ccc(OCC(=O)N2CCC3(CC2)CC(=O)c2ccccc2O3)cc1
→ 0.1	-3	-4	3	2	-2	-4	12	-1.0
- Cc1ccc(S(=O)(=O)N2CCOCC2)cc1C(=O)NCc1ccc(F)cc1
→ 0.1	-4	2	-3	-2	2	1	-1	-1.4
- Cc1ccc(-n2c(C)cc(-c3csc(N)n3)c2C)cc1
→ -0.3	19*	43	0	-12	-2	14	-9	-1.1
- CCN(CC(=O)Nc1ccc(OC)cc1)C(=O)c1ccc(N2C(=O)CCC2=O)cc1
→ 0.0	-3	x	x	-5	2	x	9	-0.4
- O=C(CCSc1nc(-c2ccco2)cc(C(F)(F)F)n1)N1CCN(c2ccccc2)CC1
→ 0.5*	10	9	-1	-4	3	0	-5	4.6
- CSc1cccc(NC(=O)CN(c2cccc(C)c2)S(C)(=O)=O)c1
→ -0.1	-6	5	-3	10	-1	-2	-4	2.4
- COc1ccc(S(=O)(=O)NC2CC2)cc1Cl
→ -0.1	-3	10	-4	-10	21	3	4	1.8
- COC(=O)CNC(=O)C1Cc2ccccc2CN1S(=O)(=O)c1ccc(F)cc1 (stereo unspecified)
→ -0.1	-3	11	-1	-8	-4	-4	-14	1.3
- CN1CCN(c2ccc(NC(=O)c3sc4ccccc4c3Cl)cc2)CC1
→ 0.2	-3	3	-2	5	-10	3	5	3.7
- CN(C(=O)COC(=O)CSc1ccc([N+](=O)[O-])cc1)C1CCS(=O)(=O)C1 (stereo unspecified)
→ 0.0	-4	-2	-3	3	-2	-2	-1	-3.0
- CCOc1nc(C)cc(C)c1S(=O)(=O)c1ccc(Cl)cc1
→ 0.0	-1	5	-1	-3	-2	3	-6	3.6
- COc1cc2c(cc1OC)CN(CC(=O)Nc1ccc(F)cc1F)CC2
→ -0.1	0	-17	-4	-4	0	-4	-4	1.9
- CN(Cc1cccs1)C(=O)/C=C/c1ccccc1[N+](=O)[O-]
→ 0.0	-1	3	-5	5	152	5	5	-0.1
- CCOC(=O)N1CCC(NC(=O)c2ccc3c(c2)sc2nc(-c4ccccc4)cn23)CC1
→ 0.2	3	12	3	-9	2	6	-3	1.6
- CCOc1ccc(C2=Nn3c(nnc3-c3ccccc3OC)SC2)cc1
→ -0.1	1	-2	-2	-10	-2	0	-13	3.2

# Rows are unselected; any-hit rate near 2.9%.
